Vif-APOBEC3F blk: qHTS for Inhibitors of Vif-A3F Interactions: qHTS; HeLa A3F-eYFP + Vif (tagged APOBEC3F with the HIV-1 protein that degrades it), YFP fluorescence increase; hit rate 0.2% among 390,000; Potency, µM (top dose mostly 46.1 µM), for inactives: at the top dose activity, negative = active; also: potency is read from the fitted curve at half-maximal effect; % of control where 0% means no effect; nearly all actives have a fitted effect of over 65% in size
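HeLa cells stably expressing Vif plus C-terminally eYFP-tagged A3F were seeded, incubated overnight at 37 deg C, dosed with compound, incubated overnight again at 37 deg C. Yellow fluorescence (Ex 488/Em 500-530) reported blocked Vif-mediated A3F-eYFP degradation.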
Glioma ERSR ind: qHTS for Inducers of the Endoplasmic Reticulum Stress Response (ERSR) in Human Glioma: qHTS | hit rate 0.02% among 420,000 | AID 602332, 2012 | U87-MG GRP78 promoter luciferase reporter, 16 h | Potency, µM, inactives show at the highest dose activation, most hits filed as activators; also: potency is read from the fitted curve at half-maximal effect; series mostly up to about 76 µM; % of control where 0% means no effect; nearly all actives have a fitted effect of over 35% in size
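Stably transfected U87-MG human glioma cells carrying a GRP78-based luminescent sensor were seeded at 1000 cells/well, pin-dosed with compounds and incubated 16 h. Luciferase reagent was then added, and end-point luminescence was read after 10 min at room temperature.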
RGS4 inhibitor: Inhibitors of Regulator of G Protein Signaling (RGS) 4: qHTS. Transcreener GDP fluorescence polarization, RGS4-accelerated GTP hydrolysis. Potency, µM (highest dose often 114 µM), without a hit: top-dose activity change, negative = inhibition, most hits filed as inhibitors. hit rate 0.039% among 390,000. AID 504845, 2011; also: potency is read from the fitted curve at half-maximal effect; % is scaled to controls: 0 for no effect and ±100 for the full control effect; nearly all actives have a fitted effect of over 75% in size; some results filed as inactive show a strong effect at the top dose
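MLSMR compounds (23 nl, pin-transferred) preincubated 10 min at room temperature with a 500nM (2x) first reagent, then RGS4 at 900nM (2x) plus Transcreener GDP mix added; fluorescence polarization (620/688 nm) read before and after 90 min at 30 °C.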
LDHA block: qHTS assay for inhibitors of human lactate dehydrogenase; purified LDHA, NADH/diaphorase-resazurin fluorescence; stronger effect = lower value; activity change, % (values are at about 110 or 230 µM); hit rate 0.15% among 480,000; AID 1347041, 2019; in the data active = activity change below about -30%; inconclusive = mostly about -25% to -30%;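 also: plate controls were DMSO wells for no effect and wells without enzyme for full effect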
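Human LDH5 at 2 nM final in Tris HCl pH 7.4 with 0.06 mM NADH and 0.2 mM pyruvate, reacted 5 minutes at room temperature. Remaining NADH coupled via diaphorase/resazurin; resorufin fluorescence read at 0 and 20 minutes, normalized to enzyme-free and DMSO wells.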
Vif-A3G inh: qHTS for Inhibitors of Vif-A3G Interactions: qHTS; hit rate 0.076% among 410,000; DNA dC->dU-editing enzyme APOBEC-3G (Homo sapiens), Q9HC16; HeLa A3G-eYFP + Vif (tagged APOBEC3G with the HIV-1 protein that degrades it), YFP fluorescence, overnight; AID 602310, 2012; Potency, µM (highest dose often 46.1 µM), for the others: at the top dose activity, negative = active, most hits filed as inhibitors;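 also: potency is read from the fitted curve at half-maximal effect; % is scaled to controls: 0 for no effect and ±100 for the full control effect; nearly all actives have a fitted effect of over 60% in size; hits raise eYFP signal because A3G escapes Vif-driven loss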
Target sequence (Q9HC16 whole entry, looked up): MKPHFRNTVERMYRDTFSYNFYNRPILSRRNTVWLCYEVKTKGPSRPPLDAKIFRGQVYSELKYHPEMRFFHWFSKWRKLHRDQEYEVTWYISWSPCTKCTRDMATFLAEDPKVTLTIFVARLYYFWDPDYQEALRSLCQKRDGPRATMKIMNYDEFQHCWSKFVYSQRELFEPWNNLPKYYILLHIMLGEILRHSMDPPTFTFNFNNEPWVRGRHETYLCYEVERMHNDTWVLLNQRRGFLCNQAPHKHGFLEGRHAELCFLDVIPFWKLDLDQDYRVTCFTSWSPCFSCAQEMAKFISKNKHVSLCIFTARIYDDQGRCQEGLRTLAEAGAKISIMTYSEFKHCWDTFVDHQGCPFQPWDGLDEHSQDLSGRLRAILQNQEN
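HeLa cells stably expressing Vif and C-terminally eYFP-tagged A3G, seeded overnight at 37 deg C, then exposed to compound by pintool overnight at 37 deg C. Rise in yellow fluorescence (Ex 488/Em 500-530, Acumen) marks blocked Vif-driven A3G degradation.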
ERG-DNA inh: qHTS for Small Molecule Inhibitors of the ERG Ets/DNA interaction; Transcriptional regulator ERG (Homo sapiens), P11308; fluorescence polarization, His-ERG Ets domain / labelled DNA; Potency, µM (series often up to 76.9 µM), for the others: top-dose FP activity, negative = inhibition, usual class: inhibitors; hit rate 0.028% among 370,000; active = well fitted inhibition curve with a large enough effect in the polarisation, with a control signal flat; inconclusive = small, poorly fitted or top-dose-only effect, or effect the other way, or a change in a side signal; inactive = no such curve, though single readings can be large or run the other way; the % refers to the polarisation;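 also: polarization taken with two DNA probes labelled with fluorescein and Texas red; potency is read from the fitted curve at half-maximal effect; % of control where 0% means no effect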
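His-tagged ERG Ets domain (1 uM in the protein solution; 300mM KCl, 50mM Tris-HCl, 1mM EDTA, 1mM DTT, pH 7.5) received compound, then a probe mix of 5 nM fluorescein-DNA and 100nM Texas-615-DNA. Fluorescence polarization was read for both dyes.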
ALOX12 inh: Primary qHTS assay for inhibitors of human arachidonate 12S-lipoxygenase (ALOX12): Round 2. purified 12hLO, xylenol orange hydroperoxide absorbance. hit rate 1.1% among 580,000. Potency, µM (top dose mostly 108 µM), without a hit: at the top dose activity change, negative = inhibition, hits mostly inhibitors. Polyunsaturated fatty acid lipoxygenase ALOX12 (Homo sapiens), P18054; also: potency is read from the fitted curve at half-maximal effect; % is scaled to controls: 0 for no effect and ±100 for the full control effect
Target sequence (P18054 whole entry, looked up): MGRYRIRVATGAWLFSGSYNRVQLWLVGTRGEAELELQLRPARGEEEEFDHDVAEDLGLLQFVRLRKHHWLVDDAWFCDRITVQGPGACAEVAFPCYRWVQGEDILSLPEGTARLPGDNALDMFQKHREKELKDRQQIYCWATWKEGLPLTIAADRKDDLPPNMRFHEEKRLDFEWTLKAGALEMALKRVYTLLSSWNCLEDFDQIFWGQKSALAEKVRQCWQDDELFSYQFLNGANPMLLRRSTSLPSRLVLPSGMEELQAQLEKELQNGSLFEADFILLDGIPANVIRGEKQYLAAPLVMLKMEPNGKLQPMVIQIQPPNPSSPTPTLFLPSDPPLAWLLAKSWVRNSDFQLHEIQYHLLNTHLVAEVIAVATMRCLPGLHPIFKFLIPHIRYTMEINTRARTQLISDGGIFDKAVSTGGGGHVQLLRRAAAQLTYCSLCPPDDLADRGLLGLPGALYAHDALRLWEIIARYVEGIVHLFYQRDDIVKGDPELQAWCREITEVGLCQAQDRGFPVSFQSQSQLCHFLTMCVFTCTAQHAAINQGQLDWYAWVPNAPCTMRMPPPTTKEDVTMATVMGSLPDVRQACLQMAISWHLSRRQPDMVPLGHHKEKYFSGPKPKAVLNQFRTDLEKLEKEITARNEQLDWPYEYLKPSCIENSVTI
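Hydroperoxide product was detected by ferrous iron/xylenol orange as the 573 to 405 nm absorbance ratio. Arachidonic acid at 40 uM (final) was turned over for 30 min at room temperature by 150 nM human 12hLO, pH 7.0 Hepes buffer, after 15 min compound preincubation.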
D2 antag: HTS Assay for Allosteric Antagonists of the Human D2 Dopamine Receptor: Primary Screen for Antagonists; D(2) dopamine receptor (Homo sapiens), P14416; HEK293 TREx D2 cells, calcium flux, dopamine EC80; inhibition, % at 10 µM; hit rate 2% among 340,000; in the data active = inhibition above about 30%; also: 0% is about no effect
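Calcium mobilization kinetics were recorded at 1 s intervals in tetracycline-induced HEK293 T-REx D2 cells, first for 180 s after compound addition and then 180 s after EC80 dopamine.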
D2 ag: HTS Assay for Allosteric Agonists of the Human D2 Dopamine Receptor: Primary Screen for Agonists; HEK293 T-REx D2 cells, calcium flux agonist mode; D(2) dopamine receptor (Homo sapiens), P14416; activation, % at 2 µM; hit rate 0.53% among 340,000;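 active = activation over 3 SD above normal in the single-dose calcium agonist read, cut at about 30% in these data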; also: 0% is about no effect
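In this primary screen, compounds producing a positive calcium signal within 180 s of addition to tetracycline-induced, force-coupled HEK293 Trex D2 cells are flagged; cells are dye-loaded with a no-wash calcium kit beforehand.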
Starred values were filed as active, the others as inactive; i = inactive; ? = inconclusive; . = not tested or not shown; & = joins results of further samples; [ ] = another dose, or the depositor's remark. Unless noted, calls follow the shape of the dose curve; as a rule, active = well fitted curve in the direction sought with a large enough effect; inconclusive = small, poorly fitted or top-dose-only effect, or another doubt; inactive = no such curve, though single readings can be large; an effect the other way counts as inactive or inconclusive.

SMILES	Vif-APOBEC3F blk	Glioma ERSR ind	RGS4 inhibitor	LDHA block	Vif-A3G inh	ERG-DNA inh	ALOX12 inh	D2 antag	D2 ag
CCCCn1c(N)c(N(CCC(C)C)C(=O)c2ccc(C)c(S(=O)(=O)N3CCOCC3)c2)c(=O)[nH]c1=O	10%	-3%	12%	-4	0%	-2%	-7%	-21	-0.2
O=C(COC(=O)Cc1ccccc1[N+](=O)[O-])NCc1ccccc1Cl	-25%	-3%	15%	-7	-1%	-19%	-1%	-13	-0.1
CCCS(=O)(=O)NCCc1csc2nc(-c3ccc(C)cc3)nn12	1%	-2%	-4%	1	1%	-1%	-14%	.	-0.4
CC1(C)Cc2ccccc2-c2nnc(-c3cccnc3)n21	0%	-6%	0%	-5	1%	-5%	-16%	0	1.6
Cc1c(OCC(=O)N[C@H](C(=O)O)c2ccccc2)ccc2c3c(c(=O)oc12)CCCC3	-6%	-3%	8%	-15	2%	-1%	?	-10	0.0
Cn1c(=O)n(C)c2cc(CNC(=O)[C@H]3O[C@@H](n4cnc5c(N)ncnc54)[C@H](O)[C@@H]3O)ccc21	.	-3%	.	-2	1%	.	-27%	.	.
O=C(c1cccs1)N1CCN(Cc2cn[nH]c2-c2ccc(F)cc2F)CC1	3%	-1%	-2%[11.4 µM]	-1	4%	-1%	25%	53*	80*
COC(=O)c1[nH]c2ccccc2c1NC(=O)CN1CCCc2ccccc21	.	-3%	-17%	6	-10%	2%	0%	11	-1.0
COc1ccccc1NC(=O)CCc1nnc2ccc(N3CCC4(CC3)OCCO4)nn12	-4%	-2%	4%	-5	-8%	3%	0%	21	0.1
O=C1OCC(O)=C1Cc1ccccc1	0%	-6%	-4%	-4	2%	.	-19%	.	.
O=C1CC(O)(c2ccccc2)C(c2ccccc2)=C1c1ccccc1 (stereo not given)	-2%	-2%	-2%	1	1%	-8%	-17%	-4	-0.8
CCc1cccc(NC(=S)N(CCOC)C(C)c2ccco2)c1 (stereo not given)	-21%	-2%	-45%	-2	0%	10%	-2%	-39	-2.2
CCOc1cc(S(=O)(=O)n2nc(C)cc2C)ccc1Br	-22%	-3%	-49%	-8	-3%	-6%	-10%	25	0.6
Cc1csc(SCC(=O)NCCc2ccc(Cl)cc2Cl)n1	1%	-2%	5%	-3	1%	1%	-19%	5	-1.3
CCCCn1c(N)c(N(CC)C(=O)C2CCC2)c(=O)[nH]c1=O	-4%	-3%	2%	-13	-4%	6%	21%	12	0.0
Cc1ccc(C(=O)COC(=O)CCCC(=O)Nc2cc(C(F)(F)F)ccc2Cl)cc1C	-3%&-2%	1%&5%	0%&-16%	-2&-2	4%&1%	2%&8%	-15%&-1%	.	-1.2
CCn1nc(C(=O)Nc2ccc(N3CCOCC3)cc2)c2ccccc2c1=O	-3%	-1%	-1%	4	-1%	-9%	?	-1	0.4
Cn1cc(SCC(=O)N2CCN(c3ccccc3)CC2)c2ccccc21	-4%	-1%	-41%	2	-3%	-3%	-27%	-18	-1.2
O=C(ON=C1CCN(S(=O)(=O)c2ccccc2)CC1)c1ccc(F)cc1	-4%	-4%	-3%	-12	3%	0%	-24%	-8	-0.4
CCC(Sc1nc2ccccc2c2nc(-c3ccccc3)nn12)C(=O)Nc1cccc(OC)c1 (stereo not given)	-1%	-1%	-24%	-4	2%	5%	?	.	-0.2
CCOc1ccc(CN(C)CC(=O)Nc2ccc([N+](=O)[O-])cc2Cl)cc1	12%	-2%	6%	-4	-7%	.	-7%	-20	1.0
Cc1cc(N(CC(=O)NC2CC2)S(C)(=O)=O)ccc1Br	1%	-5%	-14%	-1	1%	-20%	-14%	16	1.7
CCc1cccc(C)c1NC(=O)Cn1cc2c(n1)CCCCC2	2%	-4%	-9%	1	1%	-2%	-18%	.	0.0
CCCCOc1cccc(C(=O)O)c1	4%	-4%	41%	-4	-1%	-6%	6%	-23	0.6
COc1ccc(OC)c2sc(NC(=O)c3ccc(Cl)s3)nc12	5%	-3%	-9%	4	0%	8%	-9%	10	0.3
Next part
SMILES	Vif-APOBEC3F blk	Glioma ERSR ind	RGS4 inhibitor	LDHA block	Vif-A3G inh	ERG-DNA inh	ALOX12 inh	D2 antag	D2 ag
COc1ccccc1Cc1c(-c2ccc(F)cc2)nc2c(C)cc(Br)cn12	.	35µM*	.	-6	?	.	?	.	.
COc1ccc2cc(-c3cccnc3)ncc2c1	6%	-2%	23%	0	3%	-9%	?	.	.
O=C(/C=C/c1cccs1)Nc1cccnc1	-4%	-2%	-4%	-3	-5%	.	-7%	-4	-0.3
O=C(COC(=O)C1CCCO1)Nc1cccc(C(F)(F)F)c1 (stereo not given)	.	0%	2%	1	-2%	-5%	0%	22	0.6
CCCN(CC(=O)Nc1ccc(F)c(F)c1F)CC(=O)Nc1c(Cl)cccc1Cl	-16%	-3%	11%	-2	-6%	2%	-13%	5	0.7
S=C(Nc1ccc(N2CCOCC2)cc1)Nc1ccc2snnc2c1	-2%	-5%	-32%	2	-3%	5%	0%	4	-0.2
Cc1cc(C)nc(SCC(=O)Nc2ncc(Cc3cccc(Cl)c3)s2)n1	2%	-9%	-40%	-9	0%	2%	-23%	2	0.0
Cc1csc(Nc2ccc(Cl)cc2)[n+]1-c1ccc(Cl)cc1	3%	-4%	-39%	-4	1%	13%	?	-6	-0.4
COc1cccc(OCC(O)CNC2CCCC2)c1 (stereo not given)	-17%	-3%	3%	-2	-1%	2%	-25%	-9	1.1
O=c1[nH]c2cccc(Cl)c2c2ccccc12	-16%	-1%	.	4	0%	.	-14%	.	.
Nc1ccc(C(=O)NCC(=O)O)cc1	0%	-2%&-4%&-4%	11%	-8	0%	-6%	15%	1	1.2
Cc1cc(C)n(C(=O)CCNC(=O)c2ccccc2Br)n1	.	6%	-7%	-5	0%	0%	21%	-5	0.6
Cc1cc2cc(CCNC(=O)C(=O)c3c[nH]c4ccccc34)c(=O)[nH]c2cc1C	?	-3%	-17%	-6	-7%	2%	-10%	-3	0.9
O=C1c2ccc([N+](=O)[O-])cc2C(=O)N1c1ccc([N+](=O)[O-])cn1	6%	-2%	23%	-1	0%	5%	?	.	.
CC1CCC(NC(=O)CCS(=O)(=O)c2ccc3c(c2)oc(=O)n3C)CC1 (stereo not given)	0%	-5%	-3%[11.4 µM]	-1	2%	-1%	2%	18	-0.8
COc1ccc(NC(=O)c2c(NC(=O)COc3ccccc3)sc3c2CCCCC3)cc1	3%	-3%	14%	-12	3%	2%	-13%	.	1.4
O=C(c1ccc(S(=O)(=O)NCc2ccco2)cc1)N1CCN(c2ccccc2)CC1	?	-2%	-4%	5	0%	-1%	-1%	.	.
CCCCN(C(=O)CSCC(=O)Nc1ccc(C)cc1)c1c(N)n(Cc2ccccc2)c(=O)[nH]c1=O	7%	-3%	-30%	-8	-6%	0%	-12%	-20	0.2
CCOC(=O)C1CCN(C(=O)COc2ccc(Br)cc2Br)CC1	3%	-9%	12%	1	-5%	-11%	-7%	8	-0.1
O=C(Nc1cccc(Cl)c1)N(Cc1nc2ccccc2c(=O)[nH]1)Cc1cccs1	5%	-1%	-19%	-3	-5%	-3%	-5%	4	-0.2
Cc1ccc2nc(-c3ccc(NC(=O)COc4c(C)ccc(C)c4C)cc3)sc2c1	0%	2%	5%	-8	6%	1%	-6%	.	2.6
C#CCCOC(=O)N1C2=NC(C(=O)OC)=C(C(=O)OC)[C@@H]3N(C)c4ccccc4[C@]23C[C@H]1CO	-5%	-6%	-16%	2	-1%	10%	-35%	.	.
CCc1nc(SCC(=O)N2CCN(C(=O)c3ccco3)CC2)c2c3c(sc2n1)CCCC3	1%	-1%	-44%	-3	4%	-1%	5%	7	-1.2
O=C(NCc1ccncc1)C(=O)NCC1OCCCN1S(=O)(=O)c1cc(F)ccc1F (stereo not given)	-3%	-4%	18%	-5	3%	-16%	0%	-7	-0.4
O=C(CN1CCN(C(=O)C2CCCO2)CC1)Nc1ccc(F)cc1 (stereo not given)	-3%	0%	-7%	-2	2%	-3%	i	-5	0.1
O=C(CN1CCN(c2nc(-c3ccccc3)cs2)CC1)NNC(=O)c1ccc(Br)cc1	0%	-3%	-4%	-1	2%	.	24%	-10	0.0
Cc1ccc(Nc2ccc(C(=O)O)cc2[N+](=O)[O-])cc1	-13%	13%	-2%	-4	-2%	-7%	35%[activator]	3	0.1
COc1ccc(C(=O)C2CCN(C(=O)c3ccc(C)cc3)CC2)cc1	0%	-4%	-1%	2	-1%	-1%	13%	7	-0.7

High-throughput results deposited in PubChem BioAssay by National Center for Advancing Translational Sciences (NCATS).

A portion of the library (hit frequency here may not be typical).
